Abeta yeast res: compounds reversing amyloid beta toxicity in yeast. yeast expressing A-beta42, growth rescue, OD600, 48 h; response scale: 0% DMSO, 100% iron-clioquinol control. Potency, µM (series often up to 46.1 µM), inactives show top-dose growth rescue, hits mostly activators. 0.063% of 410,000 active; also: potency is read from the fitted curve at half-maximal effect; nearly all actives have a fitted effect of over 55% in size
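Yeast A-beta toxicity model in growth medium with pinned compounds, 48 h at 30 C; growth read as absorbance at 600 nm. Normalized to FeCl3/clioquinol equimolar mix (positive) and DMSO (negative).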
TDP43 rescue: TDP-43 toxicity inhibition in yeast; Potency, µM (series often up to 46.1 µM), for inactives: at the top dose growth rescue (activation), usual class: activators; TDP-43 expressing yeast growth rescue, BacTiter-Glo, 24 h; AID 652104; 1.8% of 410,000 active; also: potency is read from the fitted curve at half-maximal effect; % of control where 0% means no effect; nearly all actives have a fitted effect of over 50% in size
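Yeast cells expressing TDP-43 under galactose induction are exposed to compounds for 24 hr at 30 deg C. BacTiter-Glo luminescence measures growth, so protective compounds score as activators.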
GLP1R ag: GLP-1 receptor (human) agonism; Potency, µM (titrated, usually from 45.6 µM), for inactives: at the highest dose activation, usual class: activators; P43220; AID 624172; 0.007% of 380,000 active; HEK293 GLP-1R CRE-luciferase, luminescence, 4-6 h; cells express a hypersensitive GLP-1R form; also: potency is read from the fitted curve at half-maximal effect; % of control where 0% means no effect
Target sequence (P43220 whole entry, looked up): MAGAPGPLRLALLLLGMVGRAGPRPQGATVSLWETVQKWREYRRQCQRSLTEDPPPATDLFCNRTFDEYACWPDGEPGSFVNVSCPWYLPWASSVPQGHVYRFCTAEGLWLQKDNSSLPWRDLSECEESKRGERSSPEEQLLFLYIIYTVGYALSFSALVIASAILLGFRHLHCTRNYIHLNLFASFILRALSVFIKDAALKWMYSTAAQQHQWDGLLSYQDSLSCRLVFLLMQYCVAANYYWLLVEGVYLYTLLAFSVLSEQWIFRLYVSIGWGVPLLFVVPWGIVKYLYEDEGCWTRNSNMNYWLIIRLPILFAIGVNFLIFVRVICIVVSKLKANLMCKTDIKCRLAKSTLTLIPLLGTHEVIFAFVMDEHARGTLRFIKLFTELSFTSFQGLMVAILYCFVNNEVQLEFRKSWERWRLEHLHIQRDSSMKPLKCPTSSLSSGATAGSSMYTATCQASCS
PTHR1 agonist: activates the human parathyroid hormone receptor PTHR1; Q03431; HEK293 GP2 PTHR1 cells, GloSensor cAMP luminescence, 1 h; Potency, µM (series often up to 115 µM), inactives show at the highest dose activation, most hits filed as activators; 0.075% of 410,000 active; AID 743266; also: potency is read from the fitted curve at half-maximal effect; nearly all actives have a fitted effect of over 55% in size; some results filed as inactive show a strong effect at the top dose; inactives centre near -15; many of its hits are not listed in these tables
Target sequence (Q03431 whole entry, looked up): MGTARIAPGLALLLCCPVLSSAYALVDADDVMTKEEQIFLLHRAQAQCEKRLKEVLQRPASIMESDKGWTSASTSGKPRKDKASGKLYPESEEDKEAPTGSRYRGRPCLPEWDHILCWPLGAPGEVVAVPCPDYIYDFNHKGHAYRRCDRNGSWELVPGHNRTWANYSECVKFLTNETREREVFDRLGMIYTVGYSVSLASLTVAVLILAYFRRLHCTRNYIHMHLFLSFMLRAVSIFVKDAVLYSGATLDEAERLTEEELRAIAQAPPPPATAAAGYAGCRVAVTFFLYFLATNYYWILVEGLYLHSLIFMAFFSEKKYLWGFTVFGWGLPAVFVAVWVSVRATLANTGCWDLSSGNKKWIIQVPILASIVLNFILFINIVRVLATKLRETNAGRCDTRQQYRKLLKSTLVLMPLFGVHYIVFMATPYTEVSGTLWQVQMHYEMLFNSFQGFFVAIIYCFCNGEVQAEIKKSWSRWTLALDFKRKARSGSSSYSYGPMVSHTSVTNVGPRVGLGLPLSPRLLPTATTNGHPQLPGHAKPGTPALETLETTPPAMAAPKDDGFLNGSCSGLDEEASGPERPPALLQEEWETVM
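HEK-293-derived GP2 cells expressing PTHR1 and a GloSensor cAMP reporter, 3,000/well, plated overnight, given luciferin plus IBMX (each 0.5 mM as added) for 1 h at 37 °C, then compound for 1 h at 37 °C. Luminescence was read after 15 min at room temperature.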
Akt phos inh: inhibitors of Akt phosphorylation. Neuro2A IGF-stimulated pAkt S473 HTRF, 20 min; active compounds read low. activity change, % for hits at 50 µM. 0.32% of 360,000 active; in the data active = activity change below about -80%; inconclusive = mostly about -51% to -80%; also: % is scaled to controls: 0 for no effect and ±100 for the full control effect
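Single-point screen (50 µM final compound) in Neuro2A cells stimulated 20 min with 6 nM IGF at 37 deg C. After lysis, Ser473-phosphorylated Akt read by HTRF (ex 330 nm, em 615/665 nm) as the 665/615 ratio.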
GLP1R inv ag: acts as inverse agonist at human GLP-1 receptor; Potency, µM (doses to about 38.3 µM), for inactives: at the top dose activity change, negative = inhibition, usual class: inhibitors; P43220; AID 624417; 1.6% of 410,000 active; HEK293 GLP-1R CRE-luciferase, luminescence, 24 h; GLP-1R form is constitutively active; also: potency is read from the fitted curve at half-maximal effect; % is scaled to controls: 0 for no effect and ±100 for the full control effect; nearly all actives have a fitted effect of over 55% in size
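Seeding at 200 cells/uL, 12 h culture, 24 hr compound treatment, then luciferase reagent and a luminescence read; cells are HEK293 stably expressing a constitutively active GLP-1R plus cAMP-responsive luciferase.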
aSyn rescue: alpha-synuclein toxicity inhibition in yeast. Yeast expressing alpha-synuclein, growth rescue, BacTiter-Glo, 24 h. AID 652106. 0.14% of 370,000 active. Potency, µM (titrated, usually from 46.1 µM), without a hit: top-dose growth rescue (activation), actives largely listed as activators; also: potency is read from the fitted curve at half-maximal effect; % of control where 0% means no effect; nearly all actives have a fitted effect of over 65% in size
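Galactose-induced alpha-syn yeast (OD600=0.02, raffinose-pregrown) + pinned cpd, 24 hr, 30 deg C; growth by BacTiter-Glo luminescence. Growth restoration scores as activation.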
DRD3 antagonist: antagonists of human D3 dopamine receptor; P35462; max response, negative = inhibition, %; D3R cells, DiscoveRx beta-arrestin luminescence, antagonist mode; active compounds read low; 2.5% of 360,000 active; in the data active = max response below about -50%; inconclusive = no clear call, values can overlap the other calls; also: % is scaled to controls: 0 for no effect and ±100 for the full control effect; mostly tested at two doses, the higher about 12 µM
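Cells plated overnight at 1500 cells/well, then exposed to library compounds with dopamine controls for 90 minutes at 37 degrees C. DiscoveRx reagent added for 30–60 minutes at room temperature; luminescence read, quantitative HTS format.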
FUS yeast rescue: suppressors of FUS proteinopathy in yeast | S. cerevisiae FUS-expressing, growth rescue, OD600, 24 h | Potency, µM (highest dose often 76.6 µM), for inactives: top-dose growth rescue (activation), hits mostly activators | 0.24% of 390,000 active;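 also: potency is read from the fitted curve at half-maximal effect; plate controls were DMSO vehicle for no effect and reference control for full effect; nearly all actives have a fitted effect of over 55% in size; some results filed as inactive show a strong effect at the top dose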
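S. cerevisiae expressing FUS from galactose induction served as the toxicity model. Growth after 24hr at 30C, read as absorbance at 600 nm, indicates suppression of toxicity; compounds dosed at several concentrations.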
Numbers without * were called inactive; i = inactive; u = inconclusive; x = not tested or not shown; & = joins results of further samples; [ ] = dose if it differs, or a comment. Unless noted, calls follow the shape of the dose curve; as a rule, active = well fitted curve in the direction sought with a large enough effect; inconclusive = small, poorly fitted or top-dose-only effect, or another doubt; inactive = no such curve, though single readings can be large; an effect the other way counts as inactive or inconclusive.

SMILES | Abeta yeast res | TDP43 rescue | GLP1R ag | PTHR1 agonist | Akt phos inh | GLP1R inv ag | aSyn rescue | DRD3 antagonist | FUS yeast rescue
CC(Nc1nc(-c2ccncc2)nc2ccccc12)c1ccccc1 (stereo unspecified) | 2% | 2% | u | -4% | i | 7.1µM* | -15% | -13 | -15%
Cc1cccc(/N=C/c2c(O)n(Cc3ccc4c(c3)OCO4)c(=O)c3ccccc23)n1 | -5% | 17% | -15% | i | i | 19%[0.307 µM] | 2% | -5 | -11%
COc1ccc(NC(=O)CN(C)S(=O)(=O)c2ccc(C(=O)N3CCOCC3)s2)cc1 | -12% | -2% | x | -3% | x | -6% | x | x | 0%
CCCNC(=O)C1(C)CCCN(Cc2cccc(C(F)(F)F)c2)C1 (stereo unspecified) | 7% | 0% | -2% | -1% | i | -28% | -1% | 27 | -19%
CCc1c(C)nc2ncnn2c1Nc1ccc(C#N)c(Cl)c1 | 1% | -3% | -2% | -2%[57.5 µM] | x | -6% | -5% | 10 | 23%
O=C(C1CCN(C2CCN(Cc3ccsc3)CC2)CC1)N1CCOCC1 | -16% | 1% | 0% | -3% | i | -13% | 1% | 15 | x
COc1ccc(OC)c2sc(N(Cc3cccnc3)C(C)=O)nc12 | -9% | 8% | x | -1% | x | 3% | x | x | 2%
Clc1ccc(/C=N/NC2=Nc3cccc4cccc2c34)cc1 | -10% | 5% | 2% | i | i | u | -19% | 7 | x
Cc1ccc(C)c(COC(=O)CCN=C2NS(=O)(=O)c3ccccc32)c1 | 1% | 12% | 0% | i | i | -1% | 8% | 17 | 3%
O=C(Nc1ccccc1F)NC1CCCCCCC1 | 17% | u | 17% | -29% | i | u | -4% | -6 | 6%
NS(=O)(=O)c1cccc(NC(=O)c2cccc(-c3ccc(O)cc3)c2)c1 | 7% | 6% | 9% | -26% | i | -1% | 0% | -10 | 24%
CCc1ccc(/C=C(\C)C(=O)c2c(C)cc(C)[nH]c2=O)cc1 | 0% | 5% | -9% | i | i | u | 1% | -13 | -21%
COc1ccc(CNC(=O)CN(c2cc(C)cc(C)c2)S(=O)(=O)c2c(C)[nH]c(=O)[nH]c2=O)cc1 | 10%&-3% | -11%&23% | 7% | u | i | 8%&1% | -3% | -11 | 6%&17%
O=C(CN(c1ccccn1)S(=O)(=O)c1ccc(F)cc1)Nc1ccccc1 | 3% | -16%[0.397 µM] | -1% | -5% | i | 17% | -1% | 6 | -3%
CC(=O)Nc1ccccc1P(=O)(c1ccccc1)c1ccccc1OC(C)=O (stereo unspecified) | 0% | 16% | 0% | i | i | 12% | 0% | -5 | -11%
COc1ccccc1-n1c(SCC(=O)O)nc2c(sc(=S)n2-c2ccccc2C)c1=O | 13% | -1% | -1% | i | i | -8% | -2% | -3 | 14%
Cc1ccn(-c2cccc(-n3ccc(C)n3)n2)n1 | 12% | 23% | 17% | i | i | -2% | -9% | 16 | x
O=C(c1cccc(C(F)(F)F)c1)C1CCCN(C(=O)C2CCOCC2)C1 (stereo unspecified) | -13% | -15% | -1% | -14% | i | u | -1% | -18 | x
Cc1ccc(-c2ccnc3nc(Sc4ncc(C(F)(F)F)cc4Cl)nn23)cc1 | -4% | -23% | 0% | 6%[57.5 µM] | i | -23% | -3% | -7 | 32%
Nn1c(SCC(=O)NCC2CCCO2)nnc1-c1ccco1 (stereo unspecified) | -3% | -13% | 2% | i | i | 10% | -1% | 14 | -4%
COc1cn(CC(=O)Nc2ccc(F)cc2)c(CN2CCCCC2)cc1=O | -13% | 25% | x | -35%[inhibitor] | x | 0% | x | x | 5%
COC(=O)c1nnn(-c2ccccc2)c1N | -10% | 22% | 3% | -22% | i | 23% | 0% | 6 | 4%
Cc1nn(CCC(=O)NNC(=S)Nc2ccc(F)cc2)c(C)c1Br | -3% | 3% | 2% | i | i | -20% | -8% | u | x
O=C(N/N=C\C=C\c1ccco1)c1cc(-c2ccc3ccccc3c2)n[nH]1 | -17% | 16% | -7% | i | i | -7% | 18µM* | 20 | u
CCOC(=O)CNc1c(-c2ccc(Cl)cc2)nc2cnccn12 | -8% | 7% | 2% | -13% | i | 0% | 4% | 39 | x
CCn1nnc(-c2ccccc2NC(=O)c2ccc(-n3cnnn3)cc2)n1 | 14% | 14% | 12% | 21%[57.5 µM] | i | 8% | -20% | 2 | 21%
Cc1nc2ccn(Cc3cccnc3)c(=O)c2cc1C(=O)Nc1ccc(OC(F)(F)F)cc1 | -12% | 7% | x | -2% | x | -24% | x | x | 20%
CC(C)=CC/C=C1\CCC(C(=O)O)C(C(=O)O)C1 (stereo unspecified) | -15% | -22% | -7% | -18% | i | 3% | 15% | -26 | 2%
CCCCNC(=O)c1ccc(CS(=O)(=O)c2ccccc2OC)o1 | 8% | -4% | 2% | -6% | i | 5% | 2% | 16 | -1%
Cc1cc(C)nc(SCc2nnc(SCC(=O)Nc3cc(C(F)(F)F)ccc3Cl)o2)n1 | -3% | -11% | 1% | i | i | 0% | 18% | -8 | 29%
Cc1cc(C)nc(SCC(=O)Nc2ncc(C(F)(F)F)cc2Cl)n1 | -4% | 17% | 8% | i | i | 17% | -4% | 11 | 20%
O=S(=O)(Nc1cccc(S(=O)(=O)N2CCCC2)c1)c1ccc(Br)cc1 | 4% | -10% | -4% | -33%[inhibitor] | i | u | -2% | 6 | 34%
CC(C)Oc1cccc(C(=O)Nc2nnc([C@H]3C[C@H](O)[C@@H](CO)O3)s2)c1 | 2% | 24% | -2% | -4% | i | -9% | -5% | u | -16%
COc1cccc2cc(/C(=N/O)c3ccccc3)oc12 | -5% | 11µM* | 28% | -55%[inhibitor] | i | u | 16% | -14 | -4%
COc1ccc(OC)c(NC(=O)c2cc(-c3c(C)cc(C)cc3O)n[nH]2)c1 | 2% | 0% | -3% | -13% | i | 9% | -2% | -1 | 4%
CCC(c1nnc(SCC(=O)Nc2cccc(S(N)(=O)=O)c2)n1-c1ccc(OC)cc1)N(C)C (stereo unspecified) | 5% | -3% | 10% | i | i | 4% | 1% | 14 | 18%
Cc1nc(SCC(=O)Nc2ccc(S(=O)(=O)N3CCOCC3)cc2)c2c(C)c(C)sc2n1 | -4% | 3% | -6% | -2% | i | u | -12% | 17 | x
C=CCC1=C/C(=C\c2c(N)n3nc(CC(=O)N4CCCC4)sc3nc2=O)C=C(OC)C1=O | -2% | 9% | -1% | i | i | -5% | -8% | -3 | 4%
COc1ccc(Oc2cc(C(F)(F)F)cnc2C(N)=O)cc1 | 13% | 0% | 15% | -43%[inhibitor] | i | 28% | 4% | 0 | -13%
Cc1nc(COC(=O)c2c(C)nn(-c3ccccc3)c2C)cs1 | -17% | -7% | 17% | -96%[inhibitor] | i | 37%[activator] | -6% | 18 | 13%

Arranged by SMILES length (highest first): some entries from above
SMILES | Abeta yeast res | TDP43 rescue | GLP1R ag | PTHR1 agonist | Akt phos inh | GLP1R inv ag | aSyn rescue | DRD3 antagonist | FUS yeast rescue
NS(=O)(=O)c1cccc(NC(=O)c2cccc(-c3ccc(O)cc3)c2)c1 | 7% | 6% | 9% | -26% | i | -1% | 0% | -10 | 24%
O=C(c1cccc(C(F)(F)F)c1)C1CCCN(C(=O)C2CCOCC2)C1 (stereo unspecified) | -13% | -15% | -1% | -14% | i | u | -1% | -18 | x
CCc1ccc(/C=C(\C)C(=O)c2c(C)cc(C)[nH]c2=O)cc1 | 0% | 5% | -9% | i | i | u | 1% | -13 | -21%
CC(C)=CC/C=C1\CCC(C(=O)O)C(C(=O)O)C1 (stereo unspecified) | -15% | -22% | -7% | -18% | i | 3% | 15% | -26 | 2%

The list continues:
SMILES | Abeta yeast res | TDP43 rescue | GLP1R ag | PTHR1 agonist | Akt phos inh | GLP1R inv ag | aSyn rescue | DRD3 antagonist | FUS yeast rescue
CC1C=CC(C)C(C(=O)O)C1C(=O)O (stereo unspecified) | 6% | -7% | 2% | i | i | -5% | -1% | -24 | 33%
CCOC(=O)[C@H]1[C@H]2COc3ccc(Cl)cc3[C@@H]2N2C(=O)c3cc(Cl)ccc3NC(=O)[C@@]12C | 3.5µM* | 8% | 3% | -4% | i | u | -5% | -1 | 11%
NC(=O)NC(=O)COC(=O)c1ccc(OC(F)F)cc1 | -3% | 5% | -1% | -14% | i | 16% | 0% | 18 | -6%
COc1ccc(NC(=O)N(C)[C@H]2C[C@H]3c4[nH]c5ccc(-c6ccc(OC)cc6)cc5c4CCN3C(=O)[C@H]2[C@H](C)O)cc1 | -11% | 22% | -4% | -12% | i | u | -2% | -20 | u
CC1CCN(C(=O)c2ccc(COc3ccccc3Cl)o2)CC1 | 0% | 0% | 3% | -13%[57.5 µM] | i | u | 23% | u | u
CCn1c2ccccc2c2cc(NC(=O)c3ccccc3-c3ccccc3C(=O)O)ccc21 | 9% | 6% | 0% | -14% | i | u | -1% | 6 | u
COc1cc(Cl)c(NS(=O)(=O)c2ccc(-c3ccc(=O)[nH]n3)o2)c(OC)c1 | 23% | -3% | -2% | i | i | 9% | -8% | -6 | -11%

As a working copy, 4 of the compounds above.
SMILES | Abeta yeast res | TDP43 rescue | GLP1R ag | PTHR1 agonist | Akt phos inh | GLP1R inv ag | aSyn rescue | DRD3 antagonist | FUS yeast rescue
CC(Nc1nc(-c2ccncc2)nc2ccccc12)c1ccccc1 (stereo unspecified) | 2% | 2% | u | -4% | i | 7.1µM* | -15% | -13 | -15%
Cc1cccc(/N=C/c2c(O)n(Cc3ccc4c(c3)OCO4)c(=O)c3ccccc23)n1 | -5% | 17% | -15% | i | i | 19%[0.307 µM] | 2% | -5 | -11%
COc1ccc(NC(=O)CN(C)S(=O)(=O)c2ccc(C(=O)N3CCOCC3)s2)cc1 | -12% | -2% | x | -3% | x | -6% | x | x | 0%
CCCNC(=O)C1(C)CCCN(Cc2cccc(C(F)(F)F)c2)C1 (stereo unspecified) | 7% | 0% | -2% | -1% | i | -28% | -1% | 27 | -19%

A portion of the library (hit frequency here may not be typical).
